Screening results deposited in PubChem BioAssay by several laboratories.
GLD-1 TGE inh – GLD-1/TGE RNA complex disruptors, primary screen, biochemical, fluorescence polarization | Female germline-specific tumor suppressor gld-1 (Caenorhabditis elegans), Q17339 | purified GLD-1 + fluorescein TGE RNA | inhibition, % at 5.96 µM | 320,000 compounds, 0.44% hits;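 active means percent inhibition above a per-plate cutoff, the plate mean of test compounds plus 3 SD, cut at about 30% in these data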;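 further: 0% = DMSO wells with GLD-1 and probe and 100% = wells lacking GLD-1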
Target sequence (Q17339 whole entry, looked up): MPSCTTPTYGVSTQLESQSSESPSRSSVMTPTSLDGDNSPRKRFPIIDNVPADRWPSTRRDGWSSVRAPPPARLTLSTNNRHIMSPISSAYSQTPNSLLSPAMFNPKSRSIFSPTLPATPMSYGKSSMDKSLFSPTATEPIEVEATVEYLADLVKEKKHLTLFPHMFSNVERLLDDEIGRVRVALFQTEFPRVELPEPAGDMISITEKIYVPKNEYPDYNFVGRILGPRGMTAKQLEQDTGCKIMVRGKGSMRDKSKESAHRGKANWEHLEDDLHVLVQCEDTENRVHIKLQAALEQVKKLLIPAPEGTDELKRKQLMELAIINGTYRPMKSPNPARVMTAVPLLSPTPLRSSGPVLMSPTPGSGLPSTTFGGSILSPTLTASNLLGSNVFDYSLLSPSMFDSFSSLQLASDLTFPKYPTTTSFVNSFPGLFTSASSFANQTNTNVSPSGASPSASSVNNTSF
MCL1-BIM inh – inhibitors of MCL1 binding to BIM-BH3, primary screen, biochemical, fluorescence polarization; GST-MCL1 / FITC-Bim-BH3 fluorescence polarization; inhibition, % at 10.9 µM; 320,000 compounds, 0.68% hits;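 active means inhibition above the mean inhibition of all tested compounds plus 3 SD, set per campaign, cut at about 40% in these data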;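 further: 0% = DMSO wells and 100% = unlabeled Bim-BH3 peptide control; higher means more loss of mP so more displacement of Bim peptide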
GSTO1 counter – inhibitors of recombinant GSTO1, primary screen, counter-screen for RBBP9 inhibitor project, biochemical, fluorescence polarization. activity-based probe fluorescence polarization. inhibition, % at 5.96 µM. 300,000 compounds, 1.1% hits;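 active means inhibition above the campaign mean inhibition plus 3 SD, cut at about 35% in these data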;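 further: 0% = GSTO1-1 with DMSO and 100% = wells lacking GSTO1-1 enzyme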
Target sequence (P78417 whole entry, looked up): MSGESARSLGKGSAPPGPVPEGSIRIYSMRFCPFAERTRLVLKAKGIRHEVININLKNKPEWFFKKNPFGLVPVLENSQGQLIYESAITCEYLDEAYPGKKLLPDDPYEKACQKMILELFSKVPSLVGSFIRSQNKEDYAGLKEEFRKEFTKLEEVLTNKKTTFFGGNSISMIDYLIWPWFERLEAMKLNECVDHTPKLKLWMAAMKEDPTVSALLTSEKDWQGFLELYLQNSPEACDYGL
PAD4 FP inh – human PAD4 inhibitors, primary screen, biochemical, fluorescence polarization, 1536-well format | Protein-arginine deiminase type-4 (Homo sapiens), Q9UM07 | recombinant PAD4, RCA probe fluorescence polarization | inhibition, % at 6.36 µM | 330,000 compounds, 0.41% hits;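 active means percent inhibition above a cutoff equal to the mean of all tested compounds plus 3 SD, cut at about 15% in these data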;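 further: 0% = PAD4 with RCA probe and DMSO and 100% = probe without PAD4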
MEX-5 binding – MEX-5 zinc finger RNA-binding disruptors – biochemical, C. elegans, fluorescence polarization, MLPCN library, primary screen. MEX-5/FITC-TCR2 RNA binding; hits give low values. activity score (negative = inhibition of binding), % at 10 µM. 300,000 compounds, 0.38% hits. AID 1832, 2009;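 active means inhibition past about -25% in most replicates, and total fluorescence under double the plate's negative control median, limit read from the data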;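 further: 0% = DMSO and -100% = 5 µM competing unlabeled TCR2 RNA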
PME-1 inh – PME-1 inhibitors via competitive probe labeling, primary screen, biochemical, fluorescence polarization, FP-Rh probe, HTS. recombinant PME-1. inhibition, % at 5.9 µM. 320,000 compounds, 0.53% hits. AID 2130, 2009;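 active means inhibition above the campaign mean of all compounds plus 3 SD, cut at about 26% in these data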;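 further: competitive labeling of PME-1 active site by serine hydrolase directed probe; 0% = PME-1 with DMSO and 100% = wells lacking PME-1 enzyme; inhibitors block probe labeling so polarization falls and inhibition rises; many of its hits are not listed in these tables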
Target sequence (Q9Y570 whole entry, looked up): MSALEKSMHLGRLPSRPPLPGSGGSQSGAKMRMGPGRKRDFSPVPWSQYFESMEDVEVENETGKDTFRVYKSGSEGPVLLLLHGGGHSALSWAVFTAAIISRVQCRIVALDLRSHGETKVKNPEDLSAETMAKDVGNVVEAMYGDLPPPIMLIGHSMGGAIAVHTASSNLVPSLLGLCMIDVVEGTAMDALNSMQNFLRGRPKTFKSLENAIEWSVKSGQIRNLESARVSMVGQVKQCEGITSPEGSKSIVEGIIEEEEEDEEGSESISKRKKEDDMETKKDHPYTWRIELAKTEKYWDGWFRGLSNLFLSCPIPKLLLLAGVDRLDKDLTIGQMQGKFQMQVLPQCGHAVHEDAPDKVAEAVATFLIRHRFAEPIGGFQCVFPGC
BCLXL inh – inhibitors of human Bcl-xL, primary screen, biochemical, fluorescence polarization, HTS; 320,000 compounds, 0.7% hits; GST-Bcl-xL / FITC-Bim BH3 peptide fluorescence polarization; Bcl-2-like protein 1 (Homo sapiens), Q07817; inhibition, % at 10.9 µM;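 active means inhibition above the mean of all tested compounds plus 3 SD, cutoff set per campaign, cut at about 30% in these data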;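 further: 0% = DMSO wells and 100% = unlabeled Bim-BH3 peptide competitor; inhibitors lower millipolarization by displacing the labeled peptide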
TPT1 inh – Candida albicans TPT1 enzyme inhibitors, primary screen, biochemical, fluorescence polarization; tRNA 2'-phosphotransferase TPT1 (Candida albicans SC5314); recombinant caTPT1, FP RNA substrate dephosphorylation; inhibition, % at 5 µM; 300,000 compounds, 0.81% hits; AID 1962, 2009;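 active means inhibition above the mean of all tested compounds plus 3 SD, set per screening campaign, cut at about 24% in these data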;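 further: plate controls were DMSO alone for no effect and ferristatin control at 100 nM for full effect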
Fam108B inh – mouse Fam108B serine hydrolase inhibitors, primary screen, counter-screen for RBBP9 inhibitor project, biochemical, fluorescence polarization. inhibition, % at 9.51 µM. 300,000 compounds, 0.33% hits. recombinant Fam108B, FP-Rh probe fluorescence polarization;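 active means inhibition above the screen mean inhibition plus 3 SD, computed separately per campaign, cut at about 18% in these data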;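 further: inhibitors lower polarization as less probe binds the enzyme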
The depositor's hits bear a star; . = not tested or not shown. This is a subset, so the mix of outcomes need not match the whole.

SMILES | GLD-1 TGE inh | MCL1-BIM inh | GSTO1 counter | PAD4 FP inh | MEX-5 binding | PME-1 inh | BCLXL inh | TPT1 inh | Fam108B inh
CC1CCCCN1C(=O)NC12CC3CC(CC(C3)C1)C2 (stereo not drawn) | 8 | 7 | 8 | -1 | 0.4 | -1 | 4 | 2 | -2
COC(=O)C1C(c2ccc(OC)cc2)C(C(=O)OC)S(=O)(=O)C(CCN2CCCCC2)S1(=O)=O (stereo not drawn) | -9 | -1 | 9 | 6 | -4.0 | -8 | 5 | 1 | -2
COc1ccc(Nc2c3c(nc4c(-c5ccccc5)c(C)nn24)CCC3)cc1 | 4 | 10 | -1 | -5 | 0.5 | 3 | 2 | -3 | 2
Cc1ccc(C(=O)NN2C(=O)/C(=C/c3cn(C)c4ccccc34)SC2=S)cc1 | -80 | -94 | -1 | -1 | . | 5 | -44 | 160* | -10
CCCn1c(=O)c2c(nc3n2CCN3Cc2ccco2)n(C)c1=O | 5 | 5 | -12 | -4 | 1.8 | 7 | -1 | -4 | 4
COc1cc(NC(=O)CCc2nnc3ccc(N4CCN(c5cccc(OC)c5)CC4)nn23)cc(OC)c1 | 6 | -3 | -3 | -5 | . | -6 | 0 | -1 | -1
COc1ccc(CC(=O)Nc2nc3n(n2)C(c2ccccc2)CC(=O)N3)cc1OC (stereo not drawn) | 5 | -2 | 8 | 1 | 2.6 | 4 | 2 | -4 | 4
C=CCc1cccc(CNc2nc3ccccc3n2CCC)c1O | 14 | 2 | -2 | 3 | -1.9 | 13 | 4 | -1 | 12
Cc1nnc(SCc2cc(=O)[nH]c(N3CCN(C)CC3)n2)s1 | 2 | -2 | -3 | -5 | 0.6 | 4 | 1 | 0 | -1
Cc1cc(OC(=O)c2ccccc2Br)cc(=O)n1C | 8 | -6 | -1 | 0 | 1.9 | -2 | -8 | -1 | -3
O=C1COc2ccc3ccccc3c2CN1 | -4 | -5 | 11 | 1 | 0.3 | -6 | 2 | -3 | 0
O=C1NC(c2ccccc2)=N/C1=C/c1ccco1 | 10 | 31 | 6 | -4 | -0.8 | 3 | 20 | -1 | 3
COC(=O)c1cc(-c2ccccc2)nc2nc(SC)[nH]c(=O)c12 | 1 | -4 | -13 | 6 | -0.9 | 5 | -2 | 6 | -4
CCN(CC)C(=O)CCSc1nnc(-c2ccco2)o1 | -2 | -6 | 4 | 0 | -0.5 | 1 | -3 | 2 | -49
S=C(Nc1ccccn1)NC1CCCC1 | 6 | -8 | 4 | 4 | 0.1 | 1 | -25 | 0 | 1
CCCc1cc(=O)oc2c(C)c(OC(C)C(=O)NCCN3CCOCC3)ccc12 (stereo not drawn) | -8 | 1 | -1 | -1 | -0.4 | 0 | 4 | -3 | -7
CCOC(=O)C1=C(C)NC2=C(C(=O)C(C(=O)OC)C(C)C2)C1c1ccc(OC)c(O)c1 (stereo not drawn) | 4 | 6 | -2 | 2 | 0.9 | -4 | 5 | -3 | -2
CC(=O)N(/N=C1\Sc2ccccc2C1=O)c1cccc(C)c1 | 2 | 18 | 28 | -3 | 3.1 | -8 | 15 | 4 | 9
CC(=O)Nc1ccc(S(=O)(=O)NC2(C(F)(F)F)C(=O)Nc3c2c(=O)[nH]c(=O)n3C)cc1 (stereo not drawn) | -2 | 0 | 0 | 5 | -0.9 | -3 | 5 | -2 | -1
CC(NCC(=O)NC(=O)NC1CCCC1)c1ccc(Cl)cc1Cl (stereo not drawn) | 4 | 0 | -1 | 5 | -1.0 | 9 | 3 | -2 | 2
O=C(C1CC(=O)N(C2CCCC2)C1)N1CCN(c2ccccc2F)CC1 (stereo not drawn) | 2 | -2 | -3 | 2 | 1.0 | -7 | 3 | -2 | 0
CC(=O)Nc1ccc(NC(=O)CCNS(=O)(=O)c2cccc3nsnc23)cc1 | -1 | -2 | -4 | 0 | 0.8 | -1 | 2 | -5 | 7
O=C(O)C1C2C=CC(O2)C1C(=O)NCCc1cccc(Cl)c1 (stereo not drawn) | 0 | -4 | 8 | 3 | 1.4 | 0 | 0 | -2 | 0
O=C(Cc1ncc(C(F)(F)F)cc1Cl)NNc1cccc(F)n1 | -1 | 6 | -2 | -7 | -2.1 | -9 | 6 | -2 | 4
COCCCNC(=O)CCCn1c(=O)c2ccccc2n(Cc2cccc([N+](=O)[O-])c2)c1=O | 0 | 1 | 0 | -8 | 1.6 | -3 | 4 | 4 | 5
Cc1cc(C)c(Nc2ncnc(N)n2)c(C)c1 | -2 | 1 | -3 | 0 | -0.5 | -3 | -1 | 2 | 0
COc1ccc(-c2ccnc(-c3ccc(O)cc3)n2)cc1 | 4 | 0 | -4 | 1 | 0.8 | 1 | 1 | 2 | -3
O=C(CCc1nnc(C2CCCCC2)o1)NCCCOc1cccnc1 | 4 | 5 | 0 | 1 | 0.8 | 2 | 5 | 1 | 0
CCc1cc(/C(Cc2ccccn2)=N\Nc2ccccc2)c(O)cc1O | 3 | 8 | 20 | 2 | 0.6 | 5 | 7 | 3 | 2
O=C(c1ccccc1-c1nc(-c2ccc(F)cc2)no1)N1CCCC1 | 6 | 3 | 4 | 5 | 1.1 | -1 | 8 | 3 | -4
O=C(N/N=C/c1cccc([N+](=O)[O-])c1)c1cccc(Br)c1 | 1 | 2 | 0 | -4 | -1.4 | -2 | -4 | 3 | -2
COCCN(C(=O)c1ccccc1F)c1nnc(-c2ccc(OC)cc2)s1 | 7 | 2 | 6 | 1 | 0.9 | -1 | 6 | -2 | 0
C=CCN1N=C(/C=C/c2ccc(OC)cc2)CCC1=O | 7 | -5 | 6 | 5 | -1.0 | 1 | 0 | 3 | 7
O=C(COC(=O)c1cc(=O)[nH]c2ccccc12)NCc1cccc(Cl)c1 | -4 | 4 | . | -3 | . | 7 | 7 | . | .
O=S1(=O)N[C@H](c2ccccc2)C[C@H](c2ccc(C(F)(F)F)cc2)O1 | 3 | -7 | 21 | 3 | 3.4 | 4 | 4 | 2 | -3
CCOc1cc(/C=C2\CN(CC)C/C(=C\c3ccc(O)c(OCC)c3)C2=O)ccc1O | -4 | 2 | 12 | 3 | -1.4 | 11 | 4 | 4 | -1
CC(C)NC(=O)CSCc1c(Cl)cccc1Cl | -2 | 1 | 2 | -3 | 1.7 | -2 | 2 | -8 | -1
CC/C=C/C(=O)N1CC2(CC(c3cccc(NC(=O)c4ccccc4)c3)=NO2)C[C@@H]1C(N)=O (stereo partly drawn) | -10 | -15 | -3 | -2 | -1.2 | 0 | 1 | 3 | -3
O=C(O)C1=C[C@H](c2cccs2)C[C@H](OCCCCO)O1 | -3 | 8 | 1 | -5 | -1.9 | -2 | 6 | 0 | -3
CCc1ccc(OCc2cnc(Cl)s2)cc1 | -1 | 4 | 5 | -2 | -2.4 | 2 | 2 | -3 | -2

Taken from the listing for reference:
SMILES | GLD-1 TGE inh | MCL1-BIM inh | GSTO1 counter | PAD4 FP inh | MEX-5 binding | PME-1 inh | BCLXL inh | TPT1 inh | Fam108B inh
O=C(O)C1=C[C@H](c2cccs2)C[C@H](OCCCCO)O1 | -3 | 8 | 1 | -5 | -1.9 | -2 | 6 | 0 | -3
CCc1ccc(OCc2cnc(Cl)s2)cc1 | -1 | 4 | 5 | -2 | -2.4 | 2 | 2 | -3 | -2

(more compounds)
SMILES | GLD-1 TGE inh | MCL1-BIM inh | GSTO1 counter | PAD4 FP inh | MEX-5 binding | PME-1 inh | BCLXL inh | TPT1 inh | Fam108B inh
O=C(N/N=C/c1ccccc1O)/C(=C/c1ccccc1)CCO | 7 | 5 | -4 | 0 | 1.4 | -3 | 9 | -1 | 7
O=C(NNc1nc2ccccc2s1)c1ccccc1F | 3 | 1 | -6 | 0 | 2.2 | 2 | -1 | -4 | 0
Cc1ccc2nsnc2c1NC(=O)c1cccc([N+](=O)[O-])c1 | 8 | 8 | 2 | -1 | -0.2 | -1 | 8 | -3 | -1
COc1nc(SC)nc(Cl)c1Cc1ccc(OC(C)C)cc1 | 2 | -6 | -1 | 3 | -6.5 | 2 | -4 | 1 | 2
O=C(CN1C(=O)c2ccccc2S1(=O)=O)N1CCc2ccccc21 | 2 | 2 | -3 | -4 | -2.9 | 6 | 1 | -3 | 2
Cc1cccc2cc(CN(CCCO)C(=O)Nc3cccc(Cl)c3)c(=O)[nH]c12 | 3 | 3 | -5 | -3 | -0.8 | -5 | 2 | -1 | -2
CCOc1ccc(OCC(=O)NCc2n[nH]c(=O)c3ccccc23)cc1 | 3 | 3 | -1 | 5 | 1.2 | -7 | 7 | -4 | 3
CCCN(C(=O)C1CCN(S(=O)(=O)c2ccc(OC)c(OC)c2)CC1)C1CCS(=O)(=O)C1 (stereo not drawn) | 7 | -12 | 2 | 3 | -5.0 | -3 | -7 | 0 | 1
O=C(CN1c2cccc3cccc(c23)S1(=O)=O)Nc1ccccc1F | 6 | -1 | 10 | 2 | -0.5 | 4 | 5 | 4 | 5
Cc1cc(Cl)c(S(=O)(=O)NCc2ccccc2)cc1OCC(N)=O | 6 | 5 | 8 | 2 | 1.7 | -3 | 1 | -2 | 0
CN=c1sc(C(=O)Nc2ccccc2)c(C)n1C | 3 | -6 | 9 | -1 | -1.0 | -7 | 2 | -1 | -7
COc1ccc(S(=O)(=O)N2CCCCCC2)cc1C(=O)N(C)CC(=O)Nc1ccc(F)cc1 | 0 | 4 | 1 | -10 | 0.4 | 1 | 0 | 1 | -2

Some of these compounds in order of their number in PME-1 inh, falling:
mol	GLD-1 TGE inh	MCL1-BIM inh	PAD4 FP inh	MEX-5 binding	PME-1 inh	BCLXL inh	TPT1 inh
C=CCc1cccc(CNc2nc3ccccc3n2CCC)c1O	14	2	3	-1.9	13	4	-1
O=C(COC(=O)c1cc(=O)[nH]c2ccccc12)NCc1cccc(Cl)c1	-4	4	-3	.	7	7	.
COc1ccc(-c2ccnc(-c3ccc(O)cc3)n2)cc1	4	0	1	0.8	1	1	2
O=C(N/N=C/c1cccc([N+](=O)[O-])c1)c1cccc(Br)c1	1	2	-4	-1.4	-2	-4	3
COC(=O)C1C(c2ccc(OC)cc2)C(C(=O)OC)S(=O)(=O)C(CCN2CCCCC2)S1(=O)=O (stereo not drawn)	-9	-1	6	-4.0	-8	5	1

Record cards, from the list above.
Cc1cccc2cc(CN(CCCO)C(=O)Nc3cccc(Cl)c3)c(=O)[nH]c12 across the screens: GLD-1 TGE inh = 3; MCL1-BIM inh = 3; GSTO1 counter = -5; PAD4 FP inh = -3; MEX-5 binding = -0.8; PME-1 inh = -5; BCLXL inh = 2; TPT1 inh = -1; Fam108B inh = -2
COc1ccc(S(=O)(=O)N2CCCCCC2)cc1C(=O)N(C)CC(=O)Nc1ccc(F)cc1 across the screens: GLD-1 TGE inh = 0; MCL1-BIM inh = 4; GSTO1 counter = 1; PAD4 FP inh = -10; MEX-5 binding = 0.4; PME-1 inh = 1; BCLXL inh = 0; TPT1 inh = 1; Fam108B inh = -2
